B2AR arrestin = agonists driving beta-arrestin recruitment to human beta2-adrenergic receptor; Potency, µM (titrated, usually from 46.1 µM), for the others: at the top dose activation, most hits filed as activators; beta-arrestin recruitment to beta2AR, cell-based reporter; AID 492947; P07550; 330,000 tested, 0.02% active;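 note: potency is the fitted concentration of half-maximal effect; 0% = DMSO controls and full agonism = EC100 isoproterenol or metaproterenol; nearly all actives have a fitted effect of over 65% in size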
BCR signal inh = inhibitors of chronic active B-cell receptor signaling. AID 493014. ABC-DLBCL IkBa-CBG/CBR reporter, luminescence ratio, 4 h. Potency, µM (top dose mostly 46.1 µM), for the others: at the top dose ratio change, negative = lower green/red ratio, most hits filed as inhibitors. 340,000 tested, 0.05% active; active = well fitted inhibition curve with a large enough effect in the signal ratio, with a control signal flat, not every such curve was filed as active; inconclusive = small, poorly fitted or top-dose-only effect, or effect the other way, or a change in a side signal; the % refers to the signal ratio;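 note: potency is the fitted concentration of half-maximal effect; plate controls were basal doxycycline-induced cells for no effect and cells given 10 µM MG132 for full effect; MG132 reads +100%, hits lower the ratio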
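Concentration-response series (up to 46 uM) were applied to TMD8 dual-reporter cells for 4 h at 37C with doxycycline. Green/red ratio, after filter-overlap correction, defined %Activity; red signal alone was normalised to basal cells and zero luminescence.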
TSG101-PTAP inh = blocks PTAP/TSG101 interaction to inhibit HIV-1 budding; Potency, µM (top dose mostly 115 µM), for the others: top-dose activity change, negative = inhibition, usual class: inhibitors; 340,000 tested, under 10 active; Fluorescence polarization, FITC-PTAP peptide / Tsg101 binding; Q99816; active = well fitted inhibition curve with a large enough effect in the main read-out, with a control signal flat, not every such curve was filed as active; inconclusive = small, poorly fitted or top-dose-only effect, or effect the other way, or a change in a side signal; inactive = no such curve, though single readings can be large or run the other way; note: potency is the fitted concentration of half-maximal effect; % of control where 0% means no effect
Target sequence (Q99816 whole entry, looked up): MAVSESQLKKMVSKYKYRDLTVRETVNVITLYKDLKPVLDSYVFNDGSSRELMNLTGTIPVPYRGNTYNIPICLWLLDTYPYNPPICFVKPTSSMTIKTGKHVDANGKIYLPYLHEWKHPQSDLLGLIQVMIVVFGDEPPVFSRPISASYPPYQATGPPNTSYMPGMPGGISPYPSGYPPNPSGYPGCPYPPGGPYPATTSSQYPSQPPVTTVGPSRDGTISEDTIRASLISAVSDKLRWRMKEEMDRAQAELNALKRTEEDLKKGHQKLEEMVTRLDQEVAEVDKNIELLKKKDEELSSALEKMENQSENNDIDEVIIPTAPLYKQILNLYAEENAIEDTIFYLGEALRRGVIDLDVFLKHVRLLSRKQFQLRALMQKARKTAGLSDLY
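Fluorescence anisotropy tracks displacement of a FITC-tagged PTAP peptide (50 nM) from the Tsg101 binding domain (10 uM), following a 20 min room-temperature incubation at pH 7.5.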
S-ASM inh = blocks human secretory acid sphingomyelinase; placental ASM, HMU-PC fluorogenic substrate, 60 min; Potency, µM (series often up to 57.5 µM), without a hit: at the top dose activity change, negative = inhibition, actives largely listed as inhibitors; 340,000 tested, 0.006% active; note: potency is the fitted concentration of half-maximal effect
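Fluorogenic HMU-PC substrate (9 uM final) is turned over by placental ASM in 60 min at 37 C after a 10 min compound preincubation. Reaction ended by alkaline stop (pH 10), with fluorescence read at 386/447 nm.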
GALK inh = inhibitors of human galactokinase; P51570; Purified GALK, Kinase-Glo residual ATP luminescence; Potency, µM (highest dose often 57.5 µM), inactives show top-dose activity change, negative = inhibition, most hits filed as inhibitors; 270,000 tested, 0.007% active; note: potency is the fitted concentration of half-maximal effect; % is set by controls: 0 for no effect and ±100 for the full control effect
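Human GALK (5 nM) with 35 uM ATP and 100 uM galactose in 20 mM HEPES pH 8.0, 5 mM MgCl2, 60 mM NaCl, 1 mM DTT, 0.01% BSA. After 1 h at room temperature, leftover ATP was read by Kinase-Glo Plus luminescence.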
Tb PFK block = T. brucei PFK enzyme inhibition; O15648; T. brucei PFK, ADP-Glo luminescence; Potency, µM (highest dose often 57.5 µM), inactives show top-dose activity, negative = inhibition, actives largely listed as inhibitors; 330,000 tested, 0.17% active; AID 485367;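 note: potency is the fitted concentration of half-maximal effect; 0% = uninhibited 1x PFK enzyme wells and -100% = no-enzyme wells; nearly all actives have a fitted effect of over 60% in size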
Target sequence (O15648 whole entry, looked up): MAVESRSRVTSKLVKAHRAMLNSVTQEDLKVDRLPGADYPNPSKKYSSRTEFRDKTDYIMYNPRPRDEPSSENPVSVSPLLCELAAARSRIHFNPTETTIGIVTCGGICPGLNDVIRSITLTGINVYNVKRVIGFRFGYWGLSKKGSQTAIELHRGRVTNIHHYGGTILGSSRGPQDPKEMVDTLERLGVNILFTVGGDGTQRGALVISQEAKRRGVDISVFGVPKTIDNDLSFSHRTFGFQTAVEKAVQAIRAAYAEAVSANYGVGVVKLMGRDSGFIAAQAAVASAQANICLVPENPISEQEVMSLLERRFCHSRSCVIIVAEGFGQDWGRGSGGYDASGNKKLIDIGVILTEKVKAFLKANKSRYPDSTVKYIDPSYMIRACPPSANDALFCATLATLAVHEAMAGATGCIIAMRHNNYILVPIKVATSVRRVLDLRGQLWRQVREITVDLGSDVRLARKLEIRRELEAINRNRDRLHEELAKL
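In TEA buffer at pH 8.0 with 5 mM MgCl2, enzyme (1.25 nM) converted F6P (0.5 mM) and ATP (0.1 mM) for 45 min at room temperature. ADP product was read by luciferase luminescence.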
FBPA coupling cs = coupling enzyme interference in Giardia aldolase counter-screen; activity change, negative = inhibition, % at 58.2 µM, hits read low; AID 2472; coupling enzyme system counterscreen, AmpLite Red fluorescence; 290,000 tested, 0.67% active; in the data active = activity change below about -30%; note: % is set by controls: 0 for no effect and ±100 for the full control effect
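Counterscreen of the coupled detection system alone, without aldolase: glyceraldehyde-3-phosphate coupling enzymes plus AmpLite Red readout. Compounds at 57.5 uM final, 10 min RT preincubation, 20 min RT reaction, fluorescence 525/598 nm.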
PKM2 act = increases activity of human pyruvate kinase M2; Potency, µM (titrated, usually from 57.5 µM), inactives show at the highest dose activation, hits mostly activators; purified PKM2, Kinase-Glo ATP luminescence, activation; response scale: 0% is enzyme alone, no compound; P14618; 260,000 tested, 0.34% active; note: potency is the fitted concentration of half-maximal effect; % is set by controls: 0 for no effect and ±100 for the full control effect; nearly all actives have a fitted effect of over 55% in size
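ATP formation by purified human PK-M2, quantified via coupled luciferase luminescence after 1 h at room temperature with 0.1 mM ADP and 0.5 mM PEP final.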
Menin MLL FP TR = menin-MLL binding inhibition, Texas Red mutant peptide; O00255; Menin + Texas Red MLL mutant peptide, fluorescence polarization; Potency, µM (highest dose often 61.6 µM), without a hit: top-dose FP activity change, negative = inhibition, hits mostly inhibitors; 270,000 tested, 0.23% active; AID 1768; active = well fitted inhibition curve with a large enough effect in the polarisation, with a control signal flat, not every such curve was filed as active; inconclusive = small, poorly fitted or top-dose-only effect, or effect the other way, or a change in a side signal; inactive = no such curve, though single readings can be large or run the other way; the % refers to the polarisation; note: potency is the fitted concentration of half-maximal effect; % of control where 0% means no effect; many of its hits are not listed in these tables
a7 integrin act = activates integrin-mediated alleviation for muscular dystrophy; alpha7betagal myoblasts, beta-gal FDG fluorescence, 48 h; Potency, µM (doses to about 38.3 µM), for inactives: at the top dose activation, usual class: activators; 350,000 tested, 0.064% active;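 note: potency is the fitted concentration of half-maximal effect; 100% = response of the positive control SU9516; nearly all actives have a fitted effect of over 60% in size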
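alpha7betagal+/- myoblasts (passage 13, 250/well) treated 48 h at 37C with compounds at 1:260 dilution of DMSO stock. Lysed, then beta-galactosidase activity read as FDG fluorescence (ex 480/em 540) after 30 min, with pre-read for autofluorescence.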
Giardia kill = kills Giardia lamblia. Giardia lamblia trophozoite viability. activity change, % at 7.66 µM, hits read low. 340,000 tested, 0.15% active. AID 540267; in the data active = activity change below about -80%; inconclusive = between about -30% and that limit;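 note: parasites exposed to compound for two days anaerobically before the ATP read; % is set by controls: 0 for no effect and ±100 for the full control effect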
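Each well holds 100 Giardia trophozoites and compound. After two days (48 hrs) at 37 deg C in anaerobic conditions, ATP is quantified by luminescence.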
* = called active by the depositor; u = inconclusive; x = no result given; [ ] = dose if it differs, or a comment. Unless noted, calls come from the whole dose curve; as a rule, active = well fitted curve in the direction sought with a large enough effect; inconclusive = small, poorly fitted or top-dose-only effect, or another doubt; inactive = no such curve, though single readings can be large; an effect the other way counts as inactive or inconclusive. Some of the compounds tested; the hit share may differ from the screen's.

SMILES | B2AR arrestin | BCR signal inh | TSG101-PTAP inh | S-ASM inh | GALK inh | Tb PFK block | FBPA coupling cs | PKM2 act | Menin MLL FP TR | a7 integrin act | Giardia kill
O=C(NC(Cc1ccccc1)C(=O)O)/C(=C\c1ccc(Cl)cc1)NC(=O)c1ccco1 (stereo unspecified) | -0.2% | -1% | -5% | 0% | -2% | 1% | 3 | -4% | 2% | -1% | -15
Cc1c(NC(=O)/C(C#N)=C/c2cccs2)c(=O)n(-c2ccccc2)n1C | -2.3% | 1% | 0% | 2% | 0% | 0% | -3 | -5% | -5% | u | -1
CCOc1ccc(C2CC(c3ccc(F)cc3)n3ncnc3N2)cc1 (stereo unspecified) | -1.4% | 1% | -1% | 27% | x | -2% | 0 | 0% | 11% | 14% | 15
CCOC(=O)/C=C1\SCC(=O)N1CC(=O)Nc1ccc(C(C)C)cc1 | 0.1% | 3% | -7% | -8% | 3% | -8% | -1 | 18% | 6% | 21% | -2
CC1(C(=O)N(CC(=O)NC2CCCC2)Cc2ccc(Cl)cc2)CC(=O)N=C2C=CC=CN21 (stereo unspecified) | 0.2% | 0% | -1% | 43%[activator] | 3% | -7% | 5 | x | x | 14% | -4
O=C(O)CCc1ccc(-c2cccs2)n1Cc1ccco1 | 4.0% | u | -8% | 9% | -2% | u | 11 | 8% | 3% | 20% | 9
CC(C#N)(NC(=O)CN1CCN(S(=O)(=O)c2ccc(Br)cc2Cl)CC1)C1CC1 (stereo unspecified) | -0.1% | 1% | -8% | -1% | x | -7% | x | x | x | u | 13
COc1ccc(S(=O)(=O)Nc2ccc3c(c2)C(=O)N([C@H](C)CO)C[C@H](C)[C@@H](CN(C)S(=O)(=O)c2ccc(F)cc2)O3)cc1 | 0.1% | u | -11% | 4% | x | 0% | x | x | x | 22% | -2
Cc1noc(C)c1COC(=O)[C@@H](NC(=O)c1ccccc1)C(C)C | 0.1% | -9% | -2% | 5% | 8% | -3% | 2 | -11% | 7% | 39% | 11
O=C1CN(C(=O)c2cccs2)c2ccccc2N1 | -0.3% | 0% | -2% | 4% | 1% | -4% | -4 | -1% | 1% | 6% | 19
CCCCCOC(=O)c1[nH]c2c(c1C)C(=O)CC(c1ccco1)C2 (stereo unspecified) | -0.7% | u | 1% | -5% | x | -10% | -5 | 16µM* | -1% | 0% | -19
COc1ccc(Nc2cc(NCCCO)c([N+](=O)[O-])c3nonc23)cc1 | -0.7% | u | -2% | -12% | -2% | -11% | 3 | x | u | -4% | 9
CCc1ccc2nc(N(CCN(C)C)C(=O)/C=C/c3cccs3)sc2c1 | 0.5% | u | -8% | -11% | -2% | 0% | 0 | x | -10% | -52%[inhibitor] | -15
CCCCn1c(-c2ccc(F)c(F)c2)nc2cc3[nH]c(=O)c(C(C)C)nc3cc21 | -1.3% | u | 1% | x | x | -1% | -11 | 1% | -27% | -1% | -24
CSCCC(NC(=O)c1ccco1)C(=O)N1CCN(C(c2ccccc2)c2ccccc2)CC1 (stereo unspecified) | -0.1% | 10% | 1% | -3% | x | 0% | x | x | x | 36% | -9
N#Cc1cccc(S(=O)(=O)NCCOc2ccccc2F)c1 | -0.2% | 2% | 0% | 3% | x | 0% | x | x | x | -15% | 14
CC1=CCC2C(=O)N(c3nc4ccccc4n3C)C(=O)C2C1 (stereo unspecified) | x | x | -5% | -3% | 7% | x | 4 | 3% | 1% | 14% | -13
Cc1cc(C(=O)NC2CC(C)(C)Cc3c2cnn3-c2cccc(F)c2)nn1C (stereo unspecified) | 0.0% | 1% | -4% | x | -2% | 4% | x | 0% | x | 2% | 9
O=C(CSc1nnc(Cc2ccccc2)n1-c1cccc(Cl)c1)N1CCOCC1 | 0.0% | 6% | -3% | -3% | 0% | 2% | 3 | 7% | -17% | -18% | -3
CS(=O)(=O)N(Cc1ccccc1)c1ccccc1C(=O)N1CCN(c2ccccc2)CC1 | 0.2% | u | -1% | 3% | -1% | -3% | 1 | 2% | x | 4% | -16
NC(=NCCc1ccccc1)NS(=O)(=O)c1ccccc1F | -0.2% | -1% | 5% | 2% | 1% | 4% | 0 | 8%[0.46 µM] | u | u | 8
CCCCc1ccc(Nc2ncccc2C#N)cc1 | -0.2% | u | -4% | -4% | 1% | 16% | -1 | -8% | -14% | -18% | 4
Cc1ccsc1/C=N/n1c(-c2ccccc2)n[nH]c1=S | -0.7% | u | -2% | -2% | -2% | 0% | 3 | 7% | -26% | 27% | -27
COc1ccc(OC)c(NC(=O)c2cccc(NC(=O)c3ccccc3C(=O)O)c2)c1 | -0.3% | -12% | 3% | 4% | -1% | 2% | 3 | x | 4% | 13% | 11
Nc1nonc1C(=O)NCCNCc1ccccc1OCc1ccccc1F | -0.4% | u | -4% | 0% | 0% | -1% | 4 | -1% | -13% | -40% | 2
NNC(=O)CN1C(c2ccc(Br)cc2)=Nc2ccc(Br)cc2C1c1ccccc1 (stereo unspecified) | 0.3% | u | -1% | -1% | 0% | -1% | -17 | -10% | -3% | u | 8
CCS(=O)(=O)C1=NSC2=NC(=O)/C(=C\c3ccc(OC(=O)c4ccco4)c(OC)c3)C(=N)N21 | 0.2% | 1% | -4% | u | -19% | -13% | x | x | x | -5% | -15
CN(CC(=O)NCc1ccccc1)CC(=O)Nc1ccc(Cl)c(C(F)(F)F)c1 | 0.4% | -5% | -4% | -2% | x | -14% | x | x | x | u | 22
Cc1c(C#N)c(N=CN(C)C)c(C(=O)c2ccc(Br)cc2)n1-c1ccc(Cl)cc1 | 3.1% | u | -5% | -5% | 0% | 2% | 3 | 1% | -12% | 6% | 26
CC(=O)NCCc1nc2ccccc2n1CCc1ccccc1 | -0.1% | 0% | -12% | -1% | 5% | -3% | -5 | -2% | 0% | 0% | 1
O=C1c2ccccc2C(=O)N1CCCc1nc(-c2cccnc2)no1 | 0.3% | 9% | -5% | 1% | -4% | -14% | -2 | -6% | -1% | 1% | -15
COc1cc2c(cc1OC)CN(C(=O)CCc1c[nH]c3ccccc13)[C@H](C(=O)O)C2 | -0.1% | -1% | 0% | 10% | 1% | 11% | 1 | x | -1% | -22% | 10
CC(=O)N1N=C(c2ccc(NS(C)(=O)=O)cc2)CC1c1ccc2nccnc2c1 (stereo unspecified) | 0.0% | -2% | 1% | -1% | 0% | -4% | -4 | 5% | -9% | -5% | 12
O=C(C(O)c1ccccc1)N1N=C(c2ccccc2)CC1(O)C(F)(F)F (stereo unspecified) | -1.2% | -1% | -2% | -1% | 1% | 0% | -2 | 7% | -13% | 7% | -9
O=C(CCCc1ccccc1)Nc1ccccc1[N+](=O)[O-] | -2.3% | -17% | 0% | -1% | x | -4% | 3 | -7% | 13% | 17% | -19
Cc1ccc(C)c(SCC(=O)Nc2cccc(S(=O)(=O)N3CCOCC3)c2)c1 | -0.4% | -10% | -1% | -5% | x | 8% | x | x | x | 22% | -4
Cc1nn2c3ccccc3nc2c2ccccc12 | -0.1% | 27% | -5% | 76% | 0% | 2% | 2 | 6% | -5% | -14% | -8
O=C(Nc1ccc(Oc2cccc(C(F)(F)F)c2)nc1)c1ccco1 | 0.1% | 2% | 0% | 0% | 1% | -5% | 1 | -5% | x | -17% | 1
CC1CCCN(C(=O)COC(=O)c2ccc3[nH]c4c(c3c2)CCCC4)C1 (stereo unspecified) | 0.4% | 12% | -5% | -5% | x | -1% | x | x | x | 6% | -5
CC(c1ccccc1)N1CCC(CNC(=S)Nc2cccc(Cl)c2)C1 (stereo unspecified) | -0.1% | u | -2% | 0% | 0% | 1% | 0 | -6% | -1% | -50%[inhibitor] | -8
CCC(c1nnnn1C1CCCC1)N1CCN(c2ccccc2)CC1 (stereo unspecified) | -0.5% | 5% | -4% | 0% | 0% | -1% | 1 | 1% | 15% | -4% | 6
CCOC(=O)c1c(NC(=O)CSc2c[nH]c3ccccc23)sc2c1CCC2 | -1.5% | u | -2% | -11% | x | -3% | -2 | -2% | u | -25% | -12
COc1cccc(C(C(=O)NC2CCCC2)N(C(=O)c2ccco2)c2cccc(C(C)=O)c2)c1OC (stereo unspecified) | -0.7% | 1% | -2% | 0% | 8% | -10% | 2 | 3% | -3% | 33% | -5
